ROMK primary = modulates human ROMK potassium channel activity; P48048; Tet-inducible ROMK, thallium flux fluorescence; actives lie on both sides; B-score at 10 µM; 2% of 130,000 active;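 active means signal ratio slope over the read window, or its plate-corrected B-score, at least 3 SD from the plate mean, either direction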;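 further: B-score of the F/F0 ratio slope over 7 to 12 s after thallium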
PPARg SRC1 recr = promotes SRC-1 coactivator recruitment by human PPARgamma; 0.41% of 200,000 active; activation, % at 8 µM; P37231; PPARgamma-SRC-1 coactivator recruitment biochemical assay; in the data active means activation above about 19%;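 further: 0% = DMSO and 100% = reference agonist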
G6PDH counter = inhibits Leuconostoc G6PDH, flagging false hits in G6PDH-based assays; 0.12% of 200,000 active; inhibition, % at 5 µM; Purified L. mesenteroides G6PDH, diaphorase/resazurin coupled fluorescence, 45 min; in the data active means inhibition above about 50%
PMI act hi M6P = increases human PMI activity with near-saturating mannose 6-phosphate | P34949 | coupled PMI enzyme assay, resazurin fluorescence, 20 min; active compounds read high; 1 = untreated enzyme, 0 = substrate-free blank | activation factor at 20 µM | 0.34% of 190,000 active;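 active means activation factor of 2 or more at 20 µM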
Target sequence (P34949 whole entry, looked up): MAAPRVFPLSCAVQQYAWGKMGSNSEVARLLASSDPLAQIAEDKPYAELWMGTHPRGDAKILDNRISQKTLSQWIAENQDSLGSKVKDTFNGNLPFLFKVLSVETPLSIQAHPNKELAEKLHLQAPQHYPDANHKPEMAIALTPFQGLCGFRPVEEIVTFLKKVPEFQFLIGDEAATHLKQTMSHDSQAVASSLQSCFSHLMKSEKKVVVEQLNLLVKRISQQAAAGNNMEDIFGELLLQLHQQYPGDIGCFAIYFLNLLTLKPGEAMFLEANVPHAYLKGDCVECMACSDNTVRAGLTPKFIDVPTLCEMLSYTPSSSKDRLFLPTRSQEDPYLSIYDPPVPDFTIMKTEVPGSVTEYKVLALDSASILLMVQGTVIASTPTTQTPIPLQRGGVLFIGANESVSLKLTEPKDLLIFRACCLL
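Test system: human phosphomannose isomerase with PGI, G6PDH, diaphorase coupling enzymes / Doses: 20 µM compound, 1% DMSO / Times: enzyme reaction with compound 20 min at room temperature / Measured by: Diaphorase-driven resazurin-to-resorufin fluorescence, excitation 544, emission 590 nm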
PPARg SRC-2 ag = PPARgamma-driven SRC-2 recruitment agonism | activation, % at 8 µM | 0.34% of 200,000 active | P37231 | PPARgamma LBD-SRC-2 recruitment, biochemical; in the data active means activation above about 22%;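 further: 0% = vehicle and 100% = reference agonist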
TR-FRET SRC-2 ct = flags TR-FRET format artefacts in PPARgamma SRC-2 recruitment agonist screen | 0.4% of 200,000 active | TR-FRET ratio at 8 µM | TR-FRET artefact counter-screen; active compounds read high; in the data active means TR-FRET ratio above about 2000; further: inactives centre near 1500
Diaph act CS = activates diaphorase or chemically reduces, flagging diaphorase assay artifacts. activation factor at 20 µM. AID 1229. Diaphorase/resazurin coupled assay, resorufin fluorescence, 16 min; active compounds read high; 1 = vehicle wells, 0 = NADH-free wells. 0.005% of 190,000 active;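 active means diaphorase activity raised at least twofold by the compound at 20 µM; inactive means activation factor below 2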
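System – purified diaphorase enzyme from Clostridium kluyveri · Input – enzyme 0.07 U/mL final · Also added – final NADH 0.114 mM, resazurin 0.1 mM · Measured by – fluorescence of resorufin, 544 nm excitation, 590 nm emission · Timing – 16 min enzyme reaction, ambient temperature · Measure – resorufin increase flagging diaphorase activators or reducers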
PPARg SRC-3 ag = promotes SRC-3 coactivator recruitment by human PPARgamma; activation, % at 8 µM; 0.26% of 200,000 active; AID 731; P37231; biochemical PPARgamma/SRC-3 coactivator recruitment assay; in the data active means activation above about 23%;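 further: 0% = DMSO and 100% = reference agonist; some compounds past the cut are filed as inactive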
PMI act = phosphomannose isomerase (human) activation | activation factor at 20 µM | AID 1214 | purified human PMI, coupled resazurin fluorescence, 20 min; active compounds read high; 1 = vehicle control, 0 substrate-free wells | P34949 | 0.005% of 190,000 active;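 active means activation factor of 2 or more at 20 µM, relative to plate controls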
Diaphorase inh = counter-screen for diaphorase-based assays: diaphorase inhibitors and chemical oxidizers | AID 1217 | 0.69% of 190,000 active | inhibition, % at 20 µM | diaphorase resazurin-to-resorufin fluorescence, NADH, 16 min; bacterial (C. kluyveri) enzyme, not human;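 active means primary screen inhibition at 20 µM above a set limit, cut at about 50% in these data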;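 further: plate controls were DMSO with full reaction for no effect and wells lacking NADH for full effect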
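Benchmarks: positive control wells lacking NADH, neutral wells with DMSO only. System: bacterial diaphorase enzyme (C. kluyveri). Input: 0.14 U/mL diaphorase, enzyme working solution. Detection: resorufin fluorescence, excitation 544 nm, emission 590 nm. Times: 16-min room-temperature incubation before reading.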
S1P3 antagonist = S1P3 (human) receptor antagonism; 0.27% of 170,000 active; CHO S1P3 NFAT-BLA reporter, FRET fluorescence, antagonist mode; Q99500; inhibition, % at 4.98 µM;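 active means inhibition above the plate cutoff, the mean inhibition of test wells on that plate plus 3 SD, cut at about 28% in these data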;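 further: cells challenged with S1P at its EC80 of 0.8 µM; blue over green emission ratio from cleaved BLA substrate after 4 h stimulation; 0% = S1P-stimulated wells and 100% = unstimulated DMSO-only wells; some compounds past the cut are filed as inactive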
Target sequence (Q99500 whole entry, looked up): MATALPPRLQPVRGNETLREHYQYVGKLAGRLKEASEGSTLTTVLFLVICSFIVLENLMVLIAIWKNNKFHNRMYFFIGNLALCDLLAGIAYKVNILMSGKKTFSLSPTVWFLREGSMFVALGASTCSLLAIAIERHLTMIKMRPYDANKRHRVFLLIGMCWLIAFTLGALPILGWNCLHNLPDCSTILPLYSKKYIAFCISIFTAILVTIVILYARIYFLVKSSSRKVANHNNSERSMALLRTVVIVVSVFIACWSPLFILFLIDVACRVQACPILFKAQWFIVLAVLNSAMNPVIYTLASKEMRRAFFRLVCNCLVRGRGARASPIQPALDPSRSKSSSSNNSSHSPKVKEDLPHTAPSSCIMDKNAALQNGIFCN
* = called active by the depositor; . = no result given.

SMILES | ROMK primary | PPARg SRC1 recr | G6PDH counter | PMI act hi M6P | PPARg SRC-2 ag | TR-FRET SRC-2 ct | Diaph act CS | PPARg SRC-3 ag | PMI act | Diaphorase inh | S1P3 antagonist
Cc1ccc(-n2c(CNc3ccc(F)cc3)nnc2SCC(=O)N2CCCC2)cc1 | . | 5 | 11 | 1 | 3 | 1662 | 0.9 | 7 | 0.9 | 9 | -15
CCOC(=O)c1cnc(Nc2nc3ccccc3o2)nc1CSC(=S)N1CCCCC1 | 1.5 | -6 | -2 | 1 | -7 | 1474 | 1 | -1 | 1.1 | 2 | -10
Oc1ccc(Cl)cc1CNCC1CCCO1 (stereo not given) | . | 2 | 0 | 0.9 | 2 | 1388 | 0.9 | -3 | 0.9 | 5 | 7
N/C(Cc1ccc(Cl)c(Cl)c1)=N\OC(=O)c1cccs1 | 0.26 | 1 | -1 | 0.9 | 0 | 1496 | 0.8 | -2 | 0.9 | 23 | .
Cc1scc(C(=O)N/N=C/c2ccc(Cl)s2)c1C | -0.67 | 3 | -6 | 0.6 | -1 | 1529 | 0.9 | -1 | 1 | 11 | 7
O=C(c1ccc(COc2ccccc2Br)cc1)N1CCCCCC1 | -0.42 | -1 | 7 | 0.9 | 5 | 1545 | 0.9 | 4 | 0.9 | 8 | 6
Cc1ccc(Oc2cnc3ccccc3n2)cc1 | . | 9 | 4 | 1 | -2 | 1511 | 1 | 3 | 0.9 | 5 | .
CC(=O)Nc1ccc(OCC(O)CN2CCN(c3cccc(Cl)c3)CC2)cc1 (stereo not given) | -0.45 | -8 | -30 | 0.8 | -9 | 1376 | 0.9 | -20 | 0.9 | 14 | -5
O=S(=O)(Cc1cc(-c2ccccc2Cl)no1)c1ccccc1 | -0.38 | 2 | 5 | 1 | 1 | 1585 | 1.1 | -1 | 1 | -6 | 14
Cc1ccc(NC(=O)CNc2ccc(OC(C)C)cc2)c(C)c1 | . | -2 | 5 | 0.7 | -6 | 1484 | 0.8 | -5 | 0.9 | 19 | .
c1ccc(Cc2nnc3sc(-c4cccnc4)nn23)cc1 | . | 1 | -3 | 0.8 | 4 | 1519 | 0.7 | -8 | 0.8 | 25 | 33
Cc1cc(Nc2ccccc2)n(C(=O)c2ccccc2)n1 | 0.058 | 0 | 1 | 1 | -2 | 1479 | 0.8 | -1 | 1 | 15 | .
CCc1ccc(C(=O)/C=C/Nc2ccc(S(=O)(=O)Nc3onc(C)c3C)cc2)cc1 | . | -3 | -3 | 0.9 | 1 | 1423 | 0.9 | -1 | 1.1 | 6 | -3
COCC(C)NC(C(=O)Nc1ccc(Cl)c([N+](=O)[O-])c1)c1ccccc1 (stereo not given) | . | 6 | -8 | 1 | 1 | 1549 | 0.9 | 2 | 1 | 13 | 8
CCOc1cc(/C=C(\C#N)C(=O)NCc2cccnc2)ccc1O | -1.8 | 2 | -1 | 0.9 | -2 | 1397 | 1 | 0 | 1 | 3 | 7
CCn1c(COc2ccccc2C)nnc1SCC(=O)O | -0.74 | -3 | -7 | 1 | -2 | 1395 | 0.8 | -6 | 1 | 17 | 10
CCn1nnnc1NC(=O)c1ccc2ccccc2c1 | -0.23 | 2 | 22 | 1.1 | 6 | 1707 | 0.9 | -1 | 1 | 10 | 0
c1cnc2ccc(C(c3nnnn3C3CCCC3)N3CCN4CCCC4C3)cc2c1 (stereo not given) | . | 2 | 2 | 0.9 | 4 | 1597 | 0.9 | 9 | 0.9 | 10 | .
COc1cccc(C2(c3cccc(OC)c3)CC2C(=O)Nc2cccc3ccccc23)c1 (stereo not given) | . | -2 | 2 | 0.9 | -7 | 1414 | 1 | -2 | 1 | 4 | -6
Cc1ccc(CN2CCC(c3cc(-c4cccs4)n[nH]3)CC2)cc1 | . | -6 | -2 | 1.1 | -4 | 1398 | 1 | 1 | 1 | -2 | -8
Cn1ncc(Cl)c1C(=O)N/N=C/c1ccccn1 | -0.64 | 3 | 20 | 0.8 | 8 | 1508 | 0.9 | 6 | 0.8 | 11 | -9
CC12CN3CC(C)(CN(C1)C3c1ccc3c(c1)OCO3)C2=O (stereo not given) | 0.76 | -2 | -6 | 1 | -1 | 1656 | 1 | 9 | 1 | 5 | -30
COc1ccc2c(c1)N(C)C(=O)CC(c1ccccc1)=N2 | 0.046 | 12 | -2 | 1 | 5 | 1481 | 1 | 5 | 1 | 4 | -15
Cc1ccc(N(Cc2cc3cc(C)ccc3[nH]c2=O)S(=O)(=O)c2ccccc2)cc1 | . | 1 | -11 | 0.9 | -5 | 1562 | 0.8 | 1 | 0.9 | 18 | 8
CCN(CC)c1ccc(/C=N/NC(=O)Cc2cccs2)cc1 | . | 11 | 24 | 0.9 | 7 | 1747 | 0.8 | 2 | 0.8 | 16 | 10

Full records, looked up by structure. Order of screens: ROMK primary	PPARg SRC1 recr	G6PDH counter	PMI act hi M6P	PPARg SRC-2 ag	TR-FRET SRC-2 ct	Diaph act CS	PPARg SRC-3 ag	PMI act	Diaphorase inh	S1P3 antagonist
Results for Cc1ccc(CN2CCC(c3cc(-c4cccs4)n[nH]3)CC2)cc1 → .	-6	-2	1.1	-4	1398	1	1	1	-2	-8
Results for Cc1scc(C(=O)N/N=C/c2ccc(Cl)s2)c1C → -0.67	3	-6	0.6	-1	1529	0.9	-1	1	11	7

The listing picks up, starting two compounds before the break.
SMILES | ROMK primary | PPARg SRC1 recr | G6PDH counter | PMI act hi M6P | PPARg SRC-2 ag | TR-FRET SRC-2 ct | Diaph act CS | PPARg SRC-3 ag | PMI act | Diaphorase inh | S1P3 antagonist
Cc1ccc(N(Cc2cc3cc(C)ccc3[nH]c2=O)S(=O)(=O)c2ccccc2)cc1 | . | 1 | -11 | 0.9 | -5 | 1562 | 0.8 | 1 | 0.9 | 18 | 8
CCN(CC)c1ccc(/C=N/NC(=O)Cc2cccs2)cc1 | . | 11 | 24 | 0.9 | 7 | 1747 | 0.8 | 2 | 0.8 | 16 | 10
Cc1ccc(-c2nnc(SCC(=O)N/N=C/c3ccccc3C(=O)O)n2-c2ccccc2)cc1 | -0.24 | 11 | 11 | 1 | 5 | 1484 | 0.9 | -4 | 1 | 7 | -49
CC(NC(=O)C1CCN(S(=O)(=O)N2CCCCCC2)CC1)c1ccccc1 (stereo not given) | 0.58 | -1 | 4 | 1.1 | -4 | 1496 | 0.9 | -5 | 1.1 | 10 | -17
Nc1nc(SCc2nc3scc(-c4cccs4)c3c(=O)[nH]2)n[nH]1 | . | -3 | -8 | 1.1 | 5 | 1495 | 1 | 12 | 1 | 3 | 12
CCN1CCCC1CNC(=O)C(=O)NCCc1ccc(OC)c(OC)c1 (stereo not given) | 0.56 | -6 | 10 | 1 | -2 | 1480 | 1 | -1 | 0.9 | 2 | -23
Nc1nc2nc(-c3cccs3)cc(C(F)(F)F)n2n1 | 1.3 | 0 | 3 | 1.1 | 3 | 1433 | 1 | -1 | 1 | 1 | -22
CCN(CC)c1ccc(C(=O)N/N=C(\C)c2cccc(OC)c2)cc1 | 0.22 | 9 | -4 | 1 | -2 | 1583 | 0.9 | 3 | 1 | 11 | -9
N#Cc1cncc(-c2ccc3c(c2)OCCOCCOCCOCCOCCO3)n1 | -0.28 | 0 | 0 | 0.8 | -1 | 1489 | 0.9 | 4 | 0.9 | 12 | -24
Cc1ccc(N(C(=O)CCl)C(C(=O)NC2CCCCC2)c2cccnc2)cc1C (stereo not given) | -3.5 | 8 | -15 | 1.2 | 6 | 1650 | 1 | 0 | 1.1 | 0 | -10
CCOc1ncccc1C(=O)OCC(=O)N1CCN(S(=O)(=O)c2ccc(Cl)cc2)CC1 | 0.46 | -11 | 8 | 1 | -1 | 1402 | 1.1 | -6 | 1 | -6 | -24
COc1ccccc1NC(=O)c1csc2c1CCCC2 | . | -3 | 0 | 0.9 | 5 | 1549 | 0.8 | -11 | 0.9 | 15 | .
Cc1cccc(C(=O)NC(C(=O)Nc2ccccc2N2CCOCC2)C(C)C)c1 (stereo not given) | -0.39 | 16 | 8 | 1 | -3 | 1538 | 0.9 | 2 | 1 | 14 | -20
CC(C)C(=O)NNC(=O)c1ccccn1 | 1.8 | 5 | -2 | 0.8 | 0 | 1416 | 0.8 | 1 | 0.7 | 20 | -17
COc1cnc(SC(C)C)[nH]c1=O | 1.3 | 1 | 9 | 1.1 | -6 | 1559 | 1.1 | 4 | 1.1 | -7 | 4
COc1ccc(OCC(=O)Nc2ccc(N3CCN(C(=O)c4ccco4)CC3)cc2)cc1 | 0.11 | 4 | 11 | 1 | 17 | 1678 | 0.6 | 6 | 1 | 37 | -22
CCN(CC)c1ccc2c(O)cc(=O)oc2c1 | -0.19 | 14 | 2 | 1.1 | -1 | 1615 | 1.1 | -2 | 1.2 | -10 | 0
CCOC(=O)c1c(C)[nH]c(C(=O)CSc2nnnn2-c2ccccc2)c1C | -0.27 | 9 | 0 | 0.9 | 7 | 1801 | 0.9 | 0 | 0.9 | 14 | .
N#C/C(=C\C=C\c1ccccc1[N+](=O)[O-])C(=O)NC1CCCCC1 | -0.79 | 6 | 3 | 0.9 | 5 | 1506 | 0.8 | 7 | 0.9 | 16 | -9
O=C(CCS(=O)(=O)c1ccc(Br)cc1)Nc1ccc(Br)cc1F | -0.98 | -10 | 5 | 1.1 | -9 | 1593 | 0.9 | -1 | 1 | 9 | 1
CCC(c1ccccc1)c1nc(-c2cccnc2)no1 (stereo not given) | . | -6 | 8 | 1 | -3 | 1557 | 0.9 | 4 | 1 | 7 | 4
Cc1c(C(=O)c2ccc([N+](=O)[O-])cc2)c(=O)n(C)c(=O)n1C | -0.15 | 3 | 9 | 0.9 | 3 | 1451 | 1 | -1 | 0.9 | 4 | -4
O=C(Nc1ccc2c(c1)OCO2)c1cccc(Cl)c1 | . | -2 | 2 | 0.9 | 4 | 1520 | 0.9 | 5 | 0.9 | 8 | 0
Cn1cnnc1SCC(=O)Nc1ccc(N2CCOCC2)cc1 | 0.0094 | 3 | -1 | 1 | -5 | 1570 | 1.1 | -3 | 1.1 | -13 | -16
c1coc(CN(Cc2cccs2)Cc2nnnn2C2CCCCC2)c1 | . | -3 | 5 | 0.9 | -4 | 1670 | 0.7 | -1 | 1 | 25 | 5
Clc1ccc(-n2nnnc2-c2ccccc2)cc1Cl | -0.8 | 14 | -6 | 0.9 | 4 | 1672 | 0.8 | 7 | 1 | 18 | 31
O=C(Nc1ccccc1)c1ccn[nH]1 | . | -4 | 6 | 1.1 | 5 | 1594 | 1.1 | -1 | 1.1 | -14 | .
Cc1nc2ccccn2c1C(=O)Nc1ccc(Cl)cc1 | 0.67 | 0 | 1 | 1.1 | -4 | 1333 | 1.1 | 5 | 1.2 | -10 | -4
CC(C(=O)N1CCCc2ccccc21)N1CCN(S(=O)(=O)c2ccccc2F)CC1 (stereo not given) | -0.13 | 1 | 6 | 1 | 9 | 1595 | 0.9 | 10 | 0.9 | 10 | .
